# Source: PubChem
# PGK inhibitor = qHTS Assay to Find Inhibitors of Phosphoglycerate Kinase; PGK/GAPDH coupled, Kinase-Glo luminescence, 60 min; Phosphoglycerate kinase, glycosomal (Trypanosoma brucei brucei), P07378; Potency, µM (top dose mostly 57.5 µM), inactives show at the top dose activity change, negative = inhibition, actives largely listed as inhibitors; 380,000 compounds, 0.043% hits; note: potency is the fitted concentration of half-maximal effect; % is set by controls: 0 for no effect and ±100 for the full control effect; nearly all actives have a fitted effect of over 60% in size
#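 Recombinant glycosomal PGK reaction used 1,3-bisphosphoglycerate generated in-well by GAPDH (100nM final) in 100mM TEA pH 7.6, 5mM MgCl2, 0.01% Tween-20. After 60 minutes at room temperature, ATP was read by Kinase-Glo Plus luminescence end-point.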
# GLS inh = qHTS for Inhibitors of Glutaminase (GLS); Glutaminase kidney isoform, mitochondrial (Homo sapiens), O94925; GLS enzymatic activity, qHTS titration; Potency, µM (series often up to 45.5 µM), for the others: at the highest dose activity change, negative = inhibition, most hits filed as inhibitors; 410,000 compounds, 0.21% hits; note: potency is the fitted concentration of half-maximal effect; % is set by controls: 0 for no effect and ±100 for the full control effect
#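 Enzyme dispensed in phosphate buffer (45 mM, pH 8.2, 0.02% Tween-20), compounds pinned in, then 1 mM L-glutamine solution and the glutamate oxidase–HRP–Amplex Red mix added; fluorescence read immediately and again after 30 min at room temperature.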
# BAZ2B inh = qHTS Assay for Inhibitors of BAZ2B; Bromodomain adjacent to zinc finger domain protein 2B (Homo sapiens), Q9UIF8; AlphaScreen BAZ2B-H3K14Ac peptide displacement; Potency, µM (top dose mostly 114 µM), for the others: at the top dose activity change, negative = inhibition, most hits filed as inhibitors; 360,000 compounds, 4.4% hits; AID 504333, 2011; note: potency is the fitted concentration of half-maximal effect; % is set by controls: 0 for no effect and ±100 for the full control effect; nearly all actives have a fitted effect of over 60% in size
#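 AlphaScreen luminescence quantifies BAZ2B engagement of H3K14Ac peptide; the protein and biotinylated peptide are both at 50 nM final, buffer PBS pH 7.4 with 0.01% Tween-20, all steps at room temperature.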
# PI4K2A inh = qHTS for small molecular inhibitors of PI4K2A; activity change, negative = inhibition, % at 76.9 µM; AID 1346378, 2018; Phosphatidylinositol 4-kinase type 2-alpha (Homo sapiens), Q9BTU6; purified PI4K2A, ADP-Glo luminescence, 1 h; stronger effect = lower value; 420,000 compounds, 0.13% hits; in the data active = activity change below about -50%; inconclusive = mostly about -30% to -49%;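 note: -100% = wells without enzyme as full effect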
#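 In this quantitative HTS, ADP production by PI4K2A was quantified luminescently after 1 h at ambient temperature; 100 microM adenosine served as plate-quality control.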
# G9a inh = qHTS Assay for Inhibitors of Histone Lysine Methyltransferase G9a | Histone-lysine N-methyltransferase EHMT2 (Homo sapiens), Q96KQ7 | G9a H3K9 monomethylation, AlphaScreen, 2 h | Potency, µM (series often up to 102 µM), without a hit: at the top dose activity, negative = inhibition, most hits filed as inhibitors | 350,000 compounds, 8.8% hits; note: potency is the fitted concentration of half-maximal effect; % is set by controls: 0 for no effect and ±100 for the full control effect; nearly all actives have a fitted effect of over 75% in size
# Target sequence (Q96KQ7 913-1193 limits assumed): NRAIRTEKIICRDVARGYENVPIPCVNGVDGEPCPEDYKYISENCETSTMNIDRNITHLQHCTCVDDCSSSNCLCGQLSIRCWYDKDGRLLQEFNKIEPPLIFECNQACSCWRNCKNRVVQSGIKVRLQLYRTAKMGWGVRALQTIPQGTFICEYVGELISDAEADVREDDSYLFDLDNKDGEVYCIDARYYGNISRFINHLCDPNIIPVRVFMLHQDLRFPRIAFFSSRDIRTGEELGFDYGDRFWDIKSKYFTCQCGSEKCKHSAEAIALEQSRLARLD
#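 Using a bead-based AlphaScreen, monomethylated H3K9 product from 2 h room-temperature reactions (G9a 20 nM, peptide 500 nM, SAM 20 uM) was detected with 0.5 ug/mL rabbit anti-H3K9me1 antibody.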
# Pol eta inh = qHTS for Inhibitors of Polymerase Eta | 390,000 compounds, 1.2% hits | AID 588591, 2011 | recombinant Pol eta, fluorescent DNA replication assay | Potency, µM (series often up to 114 µM), without a hit: at the top dose activity change, negative = inhibition, usual class: inhibitors | DNA polymerase eta (Homo sapiens), Q9Y253; note: potency is the fitted concentration of half-maximal effect; % is set by controls: 0 for no effect and ±100 for the full control effect
# Target sequence (Q9Y253 whole entry, looked up): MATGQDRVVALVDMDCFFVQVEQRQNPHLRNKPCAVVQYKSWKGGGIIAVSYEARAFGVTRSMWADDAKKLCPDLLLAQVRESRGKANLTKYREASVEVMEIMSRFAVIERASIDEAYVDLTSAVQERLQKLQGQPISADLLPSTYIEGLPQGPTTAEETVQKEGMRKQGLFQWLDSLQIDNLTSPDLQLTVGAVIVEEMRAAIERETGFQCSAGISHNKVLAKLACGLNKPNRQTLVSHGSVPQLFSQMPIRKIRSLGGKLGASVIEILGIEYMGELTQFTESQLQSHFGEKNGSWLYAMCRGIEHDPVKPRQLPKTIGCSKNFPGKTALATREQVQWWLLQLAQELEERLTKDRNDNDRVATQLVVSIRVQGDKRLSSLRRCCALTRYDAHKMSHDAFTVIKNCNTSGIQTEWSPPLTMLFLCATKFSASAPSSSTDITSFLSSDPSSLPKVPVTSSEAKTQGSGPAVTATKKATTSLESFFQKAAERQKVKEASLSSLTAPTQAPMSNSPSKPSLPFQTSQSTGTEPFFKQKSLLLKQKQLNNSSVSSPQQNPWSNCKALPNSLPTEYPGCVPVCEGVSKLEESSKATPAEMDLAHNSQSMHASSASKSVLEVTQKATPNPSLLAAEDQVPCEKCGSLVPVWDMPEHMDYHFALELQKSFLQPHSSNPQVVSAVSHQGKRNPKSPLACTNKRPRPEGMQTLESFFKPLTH
#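 Pol eta (10 nM) was preincubated with compounds for 15 min at room temperature, after which fluorescent replication substrate (50 nM final) was added to start the reaction. Fluorescence was read kinetically at 0 and 10 min.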
# Pin1 inh = qHTS Assay to Find Inhibitors of Pin1; Peptidyl-prolyl cis-trans isomerase NIMA-interacting 1 (Homo sapiens), Q13526; Pin1 FP peptide displacement, HiFluor488, 10 min; Potency, µM (series often up to 115 µM), without a hit: at the highest dose activity, negative = inhibition, most hits filed as inhibitors; 390,000 compounds, 0.009% hits; AID 504891, 2011; active = well fitted inhibition curve with a large enough effect in the polarisation, with a control signal flat, not every such curve was filed as active; inconclusive = small, poorly fitted or top-dose-only effect, or effect the other way, or a change in a side signal; inactive = no such curve, though single readings can be large or run the other way; the % refers to the polarisation; note: potency is the fitted concentration of half-maximal effect; % is set by controls: 0 for no effect and ±100 for the full control effect
# HP1b binding inh = HTS for Inhibitors of HP1-beta Chromodomain Interactions with Methylated Histone Tails | Chromobox protein homolog 1 (Homo sapiens), P83916 | AlphaScreen HP1-beta / biotin-H3K9me3 peptide binding | Potency, µM (highest dose often 114 µM), for inactives: at the top dose activity change, negative = inhibition, actives largely listed as inhibitors | 390,000 compounds, 0.56% hits | AID 540317, 2011; note: potency is the fitted concentration of half-maximal effect; nearly all actives have a fitted effect of over 70% in size; inactives centre near 23
#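 AlphaScreen: HP1-beta (50 nM) preformed 30 min with biotin-H3(1-18)K9me3 peptide (50 nM) in PBS pH 7.4, 0.01% Tween-20. Compound added for 30 min at RT, then streptavidin donor/nickel chelate acceptor beads (10 ug/mL) for 30 min.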
# JMJD2A Tudor = qHTS Assay for Inhibitors of JMJD2A-Tudor Domain; 390,000 compounds, 4.4% hits; AlphaScreen JMJD2A-Tudor / H3K4me3 peptide binding; Potency, µM (highest dose often 114 µM), without a hit: top-dose activity change, negative = inhibition, hits mostly inhibitors; Lysine-specific demethylase 4A (Homo sapiens), O75164; note: potency is the fitted concentration of half-maximal effect; % is set by controls: 0 for no effect and ±100 for the full control effect; nearly all actives have a fitted effect of over 50% in size
# * = called active by the depositor; i = inactive; ? = inconclusive; · = not tested or not shown; [ ] = dose if it differs, or a comment. Unless noted, calls come from the whole dose curve; as a rule, active = well fitted curve in the direction sought with a large enough effect; inconclusive = small, poorly fitted or top-dose-only effect, or another doubt; inactive = no such curve, though single readings can be large; an effect the other way counts as inactive or inconclusive.
PGK inhibitor,GLS inh,BAZ2B inh,PI4K2A inh,G9a inh,Pol eta inh,Pin1 inh,HP1b binding inh,JMJD2A Tudor,structure
-5.4%,3.4%,-1.4%,0.5,?,3.7%,?,5.5%,-15.0%,Cc1cc(C(=O)N2CCCC2C(=O)O)c(C)o1 (stereo not drawn)
-4.6%,-8.3%,45.8%[activator],-2.0,6.9%[59 µM],-16.4%,-1.5%,155.6%[activator],46.1%[activator],CCOc1ccc2nc(N3CCOCC3)nc(C)c2c1
-8.3%,5.0%,79.4µM*,-1.0,-3.7%,-9.8%,-5.4%,4.4%,?,CCn1cc(Cl)c(C(=O)Nc2nc3ccccc3n2CCN2CCCCC2)n1
-3.7%,0.7%,·,6.5,·,-3.7%,·,·,·,CCN(CC)C(=O)C1=C(C)N(CCC2=CCCCC2)C(=O)C(CC(=O)NCCCN(C)C)C1 (stereo not drawn)
-2.6%,1.3%,-6.5%,9.9,?,-2.6%,-9.2%,9.8%,-10.8%,CCOc1ccccc1-n1c(SCC(=O)NC)nnc1-c1ccco1
i,-1.7%,10.2%,-1.6,1.1%[59 µM],-14.8%,77.8%[activator],49.0%[activator],-26.1%,O=C(NCCc1ccccc1)c1ccc(Cn2c(SCc3ccccc3F)nc3cccnc32)cc1
4.4%,7.2%,7.7%,-14.6,9.0%,-10.0%,44.2%[activator],61.9%[activator],25.4%,N#Cc1c(N)n(CCc2ccc(F)cc2)c2nc3ccccc3nc12
2.1%,-3.6%,-1.5%,2.3,0.7%[59 µM],-15.1%,1.8%,24.7%,-4.9%,CC(C)c1nnc(NC(=O)C2CCCCC2)s1
-6.0%,0.1%,-1.7%,-12.0,19.6%[59 µM],-8.1%,-0.2%,9.0%,-8.7%,COc1ccc(CCN2C(=O)CC(NCc3ccc4c(c3)OCO4)C2=O)cc1OC (stereo not drawn)
-3.8%,4.0%,-29.7%,-2.5,18.3%[59 µM],-11.9%,5.8%,-0.8%,-28.8%,CN(C(=O)COC(=O)c1cc(-c2ccccc2Cl)nc2ccccc12)C1CCS(=O)(=O)C1 (stereo not drawn)
-13.0%,?,79.4µM*,-1.9,?,12.6µM*,?,-22.0%,?,O=C(Nc1sc2c(c1C(=O)O)CCC2)c1ccccc1
i,1.0%,?,1.3,?,-13.4%,-3.5%,42.3%[activator],0.0%,CN1CCN(C(=O)c2ccc(C(F)(F)F)cc2)CC1
-2.2%,-0.8%,0.2%,3.5,31.0%[2.33 µM],-13.3%,-12.7%,26.7%,-9.9%,COc1ccc(NC(=O)[C@@H]2CCCN2S(=O)(=O)c2cccc3cccnc23)cc1
-11.5%,-5.5%,-19.8%,-2.3,10.7%[59 µM],0.8%,32.0%[activator],27.8%,-23.3%,CCc1ccc(NC(=O)CSC2=Nc3ccccc3C3=NC(CC(=O)NCc4ccc5c(c4)OCO5)C(=O)N23)cc1 (stereo not drawn)
?,-0.7%,-32.9%,-4.2,2µM*,?,17.8%,?,-16.6%,CC1Cc2ccccc2N1C(=O)COC(=O)c1c2c(nc3ccccc13)CCCCC2 (stereo not drawn)
-5.4%,4.2%,1.6%,3.7,6.1%[12.7 µM],-1.4%,-5.7%,16.4%,-13.6%,O=C(CNC(=O)c1ccccc1)OCC(=O)c1ccccc1Cl
-5.9%,8.0%,-1.0%,-2.1,2.5%[59 µM],-16.3%,-20.2%,26.9%,-18.5%,COc1cc(NC(=O)c2ccc(S(=O)(=O)N(C)C)cc2)cc(OC)c1OC
-2.6%,0.2%,-3.8%,5.9,18.1%,-10.1%,-12.6%,56.7%[activator],21.8%,COC(=O)C(Cc1ccccc1)NC(=O)COc1ccc(C(C)(C)C)cc1 (stereo not drawn)
-7.1%,5.7%,-12.7%[57.1 µM],-5.9,16.8%,-2.7%,14.6%,29.0%,-15.1%,COc1ccc(-n2nc3c(c2NC(=O)C(C)Cl)CSC3)cc1 (stereo not drawn)
-3.9%,-1.7%,-3.5%,-1.3,22.8%[59 µM],-4.9%,-6.7%,37.5%,-5.0%,CC(C)N1CC23C=CC(O2)C(C(=O)OCc2ccccc2)C3C1=O (stereo not drawn)
3.7%,9.9%,-4.1%,1.5,2.7%,-5.1%,2.1%,46.1%[activator],-8.9%,Cc1ccccc1NC(=S)NCc1ccc(F)cc1
-4.1%,10.3%,-4.8%,0.9,-25.0%[59 µM],-7.8%,?,36.7%,-6.7%,Cc1ccc(-n2c(O)c(C=Nc3ccc4c(c3)OCO4)c3ccccc3c2=O)cc1C
i,8.3%,-3.1%,0.8,50.1µM*,-3.7%,1.0%,25.2%,-16.2%,Nn1c(SCCOc2ccccc2)nnc1-c1cccnc1
-0.7%,0.8%,1.8%,3.8,3.9%,0.6%,-4.1%,26.8%,-10.7%,CC(C)(CC(=O)O)CC(=O)Nc1cc(C(F)(F)F)cc(C(F)(F)F)c1
-2.5%,21.0%,1.7%,2.6,1.3%,4.7%,-8.3%,27.8%,-10.0%,COc1cccc(C2C3=C(CC(C)(C)CC3=O)OC(N)=C2[N+](=O)[O-])c1 (stereo not drawn)
?,-21.4%,50.1µM*,3.4,79.4µM*,44.7µM*,1.6%,-18.0%,?,O=C(N/N=C/c1cn(Cc2ccccc2)c2ccccc12)c1cc(O)cc(O)c1
2.1%,8.4%,0.6%,-1.4,0.4%,-8.0%,1.2%,17.3%,6.9%,c1ccc(Cc2nnc(N3CCOCC3)c3ccccc23)cc1
-2.0%,28.8%,?,-5.8,8.91µM*,-13.3%,2.1%,-3.7%,?,CCOC(=O)c1c(C)oc2c1c1c(c3ccccc32)OCN(CCCC(=O)O)C1
-12.3%,-13.6%,3.8%,-1.9,·,-8.2%,-4.5%,21.0%,-12.3%,O=C(CCC(=O)NC12CC3CC(CC(C3)C1)C2)NC1CCCCC1
·,0.7%,1.6%,-1.0,-6.3%,-9.2%,-5.4%,69.4%[activator],7.0%,CCC(=O)Nc1nc(NCc2ccccc2OC)n(-c2ccccc2)n1
i,1.2%,0.8%,-3.5,-0.7%,-1.7%,9.9%,34.6%,-10.3%,CC(=O)c1cccc(OCC(=O)N2CCN(c3ccc(C(F)(F)F)cn3)CC2)c1
-1.1%,2.2%,1.3%,1.5,?,-12.1%,?,-1.6%,-5.4%,Cc1cc(C(=O)CSc2nc3ccccc3o2)c(C)n1C1CC1
-10.4%,7.8%,-0.1%,-15.3,?,-15.6%,13.4%,-9.4%,-40.3%,O=C(CSc1ccc2nnc(-c3cccc(F)c3)n2n1)N1CCCc2ccccc21
i,8.8%,-0.5%,1.2,?,-7.5%,-4.3%,8.1%,-26.2%,COc1ccc(Br)cc1/C(C)=N/NC1=NCCN1
5.7%,-6.4%,-8.7%,0.0,43.7%,-9.7%,1.1%,35.1%,7.1%,O=C(NCc1ccc(CNC(=O)c2ccco2)cc1)c1ccco1
-4.0%,5.4%,-17.4%,2.7,-3.4%[59 µM],-18.5%,1.8%,3.3%,-5.2%,COc1cccc(NC(=O)Nc2cccc(-c3cn4cccnc4n3)c2)c1
-3.8%,-2.8%,-33.0%,-2.7,?,-2.1%,-6.3%,14.5%,-12.3%,CCc1nc(NCCN2CCOCC2)c2oc3ccccc3c2n1
-10.9%,-14.0%,-16.7%,-0.5,-7.7%[59 µM],-6.4%,-0.1%,17.2%,2.3%,O=c1c(Cl)c(NC2CC2)cnn1-c1ccccc1
-3.4%,-6.6%,·,-1.8,·,-13.8%,-2.6%,47.0%[activator],-6.5%,C=CCN=C1S/C(=C\N(C)C)C(=O)N1S(=O)(=O)c1ccc(C)cc1
-9.4%,14.0%,?,3.7,·,-0.1%,-2.5%,35.4%,10.9%,CC1Cc2cc(S(=O)(=O)N3CCN(c4ccccc4)CC3)ccc2N1C(=O)C1CC1 (stereo not drawn)

# One compound at a time (already shown). Order of screens: PGK inhibitor, GLS inh, BAZ2B inh, PI4K2A inh, G9a inh, Pol eta inh, Pin1 inh, HP1b binding inh, JMJD2A Tudor
# CC(=O)c1cccc(OCC(=O)N2CCN(c3ccc(C(F)(F)F)cn3)CC2)c1 in the list: i, 1.2%, 0.8%, -3.5, -0.7%, -1.7%, 9.9%, 34.6%, -10.3%
# O=C(NCc1ccc(CNC(=O)c2ccco2)cc1)c1ccco1 in the list: 5.7%, -6.4%, -8.7%, 0.0, 43.7%, -9.7%, 1.1%, 35.1%, 7.1%

# Continued.
PGK inhibitor,GLS inh,BAZ2B inh,PI4K2A inh,G9a inh,Pol eta inh,Pin1 inh,HP1b binding inh,JMJD2A Tudor,structure
5.9%,20.1%,-2.0%,0.5,·,-1.9%,1.1%,15.2%,-9.0%,C=CCOc1cccc(/C=N/NC(=O)CC(=O)NC2CCCCC2)c1
-5.4%,1.0%,18.7%,8.3,19.5%[59 µM],-9.8%,0.8%,16.0%,-12.7%,CCC(OC(=O)c1ccco1)C(=O)NCc1ccc(C)cc1 (stereo not drawn)
5.7%,2.6%,-26.2%,1.3,2.0%[12.7 µM],-20.2%,?,10.1%,-26.5%,CCc1cc(=O)oc2c3c(cc(OCC(=O)NCc4ccco4)c12)OC(C)(C)CC3
-1.0%,-4.2%,-0.3%,8.3,·,-10.6%,4.7%,40.2%[activator],14.0%,CN(Cc1ccccc1)C(=O)N1CCOCC1

# A portion of the library (hit frequency here may not be typical).
